# SUMO Mot1 rescue – inhibitors of SUMOylation pathway: yeast Mot1-301 growth rescue. S. cerevisiae Mot1-301 growth rescue, ATP luminescence, 38.5C; percent above DMSO median, 100 means doubled. growth rescue, % at 18.8 µM. 320,000 compounds, 1% hits;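 active = every valid replicate shows activation above 250% relative to neutral control wells; inactive = the rest, any valid replicate at or below 250%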;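 also: OY570 slx delta 5 strain wells were the positive control but not used for scaling; some compounds called inactive have numbers as strong as hits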
# HTR5A inv ctr – inverse agonist of human HTR5A in OPRM1-OPRD1 counter-screen; inhibition, % at 9.3 µM; AID 504634; HTR5A cell line, luminescence, inverse agonism; 340,000 compounds, 0.083% hits; in the data active = inhibition mostly above about 23%, no sharp cut-off; inactive = mostly below about 18%;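 also: 0% = cells with DMSO and 100% = no-cell wells with DMSO; some compounds called inactive have numbers as strong as hits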
# Target sequence (P47898 whole entry, looked up): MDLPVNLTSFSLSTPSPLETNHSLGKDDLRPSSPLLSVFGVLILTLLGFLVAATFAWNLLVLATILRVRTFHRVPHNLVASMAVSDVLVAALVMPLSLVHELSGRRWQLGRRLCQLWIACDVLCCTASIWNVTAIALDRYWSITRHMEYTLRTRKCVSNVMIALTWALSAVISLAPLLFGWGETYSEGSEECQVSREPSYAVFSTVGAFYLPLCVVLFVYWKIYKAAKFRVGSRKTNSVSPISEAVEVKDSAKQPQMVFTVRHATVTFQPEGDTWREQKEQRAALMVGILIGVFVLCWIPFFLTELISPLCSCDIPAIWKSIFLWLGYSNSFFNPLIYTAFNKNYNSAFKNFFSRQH
# AddAB inh – less growth of phage-infected E. coli with AddAB; AID 435030; 330,000 compounds, 0.29% hits; E. coli expressing H. pylori AddAB, absorbance growth; inhibition, % at 11.9 µM; in the data active = inhibition above about 12%;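 also: 0% = vehicle wells of infected cells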
# DAGLB inhibitor – diacylglycerol lipase beta (human) inhibition; HEK293T DAGLB membrane lysate, EnzChek fluorogenic substrate; inhibition, % at 5.17 µM; 340,000 compounds, 0.059% hits; Q8NCG7; in the data active = inhibition above about 34%;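 also: 0% = enzyme with vehicle and 100% = wells lacking enzyme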
# PKA-R2B activ – activators of human PKA-R2B complex; AID 504700; PKA-R2B holoenzyme dissociation, Cy5-IP20 fluorescence polarization; R2B truncated from residue 108, S112A mutant; 0% DMSO only, 100% 113 µM cGMP; P22694+P31323; 340,000 compounds, 0.079% hits; activation, % at 11.4 µM;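 active = activation above a cutoff set at the mean over all compounds plus 3 SD, cut at about 18% in these data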;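 also: higher means more holoenzyme dissociation and a rise in polarization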
# Target sequence (P31323 whole entry, looked up, other chains not shown, the tested form may be a part): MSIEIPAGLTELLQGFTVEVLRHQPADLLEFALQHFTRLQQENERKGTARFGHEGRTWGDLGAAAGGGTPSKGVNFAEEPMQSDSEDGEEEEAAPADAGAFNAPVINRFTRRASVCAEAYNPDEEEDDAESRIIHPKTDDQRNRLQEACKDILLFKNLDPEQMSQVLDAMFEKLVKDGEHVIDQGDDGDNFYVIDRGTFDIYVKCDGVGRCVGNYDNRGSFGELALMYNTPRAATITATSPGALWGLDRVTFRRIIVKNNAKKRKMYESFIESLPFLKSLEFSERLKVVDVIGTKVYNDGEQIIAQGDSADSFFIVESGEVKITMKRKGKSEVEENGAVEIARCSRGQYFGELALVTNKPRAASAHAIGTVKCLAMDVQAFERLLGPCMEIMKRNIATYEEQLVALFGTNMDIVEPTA
# PKA-R1A act – PKA-R1A complex activation; 340,000 compounds, 0.083% hits; AID 504707; activation, % at 11.4 µM; PKA-R1A dissociation, Cy5-IP20 fluorescence polarization; scaled: DMSO 0%, 113 µM cGMP 100%; P00514+P68181;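 active = percent activation above the mean of all tested compounds plus 3 SD, cut at about 19% in these data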;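 also: higher means more PKAc released from R1A so a rise in polarization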
# CDK5 inh – inhibitors of human CDK5/p35 kinase; AID 488839; inhibition, % at 10 µM; Q00535+Q15078; 330,000 compounds, 0.01% hits; Recombinant CDK5/p35, ADP-Glo luminescence, 60 min;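 active = highest replicate inhibition of at least 50% and at least 75% of replicates reaching 50%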;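 also: plate controls were DMSO neutral control for no effect and GW8510 at 10 µM for full effect; many of its hits are not listed in these tables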
# HTR5A ag ctr – HTR5A agonism, opioid heterodimer counter-screen; activation, % at 9.3 µM; 340,000 compounds, 0.61% hits; HTR5A agonist assay, luminescence, cell-based; P47898; in the data active = activation mostly above about 9.5%, no sharp cut-off; inactive = mostly below about 7.6%;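 also: 0% = cells with vehicle only and 100% = reference agonist; strong numbers were not always called active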
# phage Ecoli inh – E. coli growth loss with phage present | growth absorbance | 360,000 compounds, 0.26% hits | AID 651602 | inhibition, % at 11.9 µM; in the data active = inhibition above about 11%
# Tat transport – inhibitors of E. coli Tat protein transport | E. coli MC4100 TorA-mCherry Tat export, fluorescence | inhibition, % at 10 µM | 340,000 compounds, 0.036% hits | AID 488895;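 active = mean replicate inhibition at least 50% and at least half of replicates individually reaching 50%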;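 also: exported cargo escapes ClpAP degradation while cytoplasmic cargo is degraded and loses fluorescence; 0% = median of neutral control wells and 100% = median of NaSCN control wells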
# Ecoli viability – bacterial growth inhibition, counter-screen for AddAB inhibitors | E. coli V3065 growth, OD600 absorbance, 18 h | inhibition, % at 11.9 µM | 330,000 compounds, 0.27% hits;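 active = inhibition above the campaign's mean inhibition across all tested compounds plus 3 SD, cut at about 9.9% in these data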;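 also: uninfected addAB+ strain grown without phage in ampicillin broth; 0% = DMSO wells and 100% = ciprofloxacin 0.95 µg/ml wells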
# The depositor's hits bear a star; · = no result given.
# Screens by letter: A = SUMO Mot1 rescue; B = HTR5A inv ctr; C = AddAB inh; D = DAGLB inhibitor; E = PKA-R2B activ; F = PKA-R1A act; G = CDK5 inh; H = HTR5A ag ctr; I = phage Ecoli inh; J = Tat transport; K = Ecoli viability
> CC(NC(=O)COC(=O)c1ccc([N+](=O)[O-])o1)c1ccccc1 (stereo not drawn)
  A: -16.8; B: -11.1; C: -0.3; D: -3.1; E: -0.8; F: -0.9; G: 1.9; H: 2.7; I: 4.2; J: -2.6; K: 0.2
> CCCNC(=O)COC(=O)c1ccc(S(=O)(=O)N2CCCC2)cc1
  A: 13.1; B: -14.7; C: 0.3; D: 0.6; E: 5.8; F: -0.3; G: -9.6; H: 5.2; I: 4.0; J: -5.3; K: 0.2
> COc1ccc(NS(=O)(=O)c2cccc(C(=O)NC3CCN(Cc4ccccc4)CC3)c2)cc1
  A: 11.3; B: -6.7; C: 0.4; D: 2.8; E: 5.0; F: -1.2; G: -0.3; H: 0.7; I: -1.2; J: -1.0; K: -0.1
> O=C(c1ccc([N+](=O)[O-])cc1)N1CCOC12CCN(c1ncc(C(F)(F)F)cc1Cl)CC2
  A: -9.5; B: -1.6; C: -0.5; D: -1.1; E: -11.9; F: -7.5; G: -0.7; H: 0.5; I: 1.0; J: 2.7; K: 0.4
> O=C(NC1CCN(Cc2ccccc2)C1)c1cc(COc2ccc(F)cc2F)on1 (stereo not drawn)
  A: -18.7; B: -24.9; C: 0.5; D: 0.4; E: 3.7; F: -1.7; G: -1.7; H: 8.8; I: 2.5; J: -2.0; K: -3.1
> COC(=O)/C=C/c1ccc2c(c1)S(=O)(=O)N(Cc1ccc(OC)cc1)[C@H]2CC(=O)OC
  A: 11.9; B: -18.2; C: 2.1; D: -2.4; E: -9.8; F: -6.0; G: 5.5; H: 6.8; I: 1.4; J: 3.0; K: 0.0
> COC(=O)CSc1nc(NCc2ccccc2)nc(N(C)C)n1
  A: 8.0; B: 4.5; C: 3.0; D: -1.5; E: 5.0; F: -6.6; G: 1.3; H: -1.6; I: 0.4; J: 0.3; K: 0.9
> COc1ccc(Cl)cc1NC(=S)N1CCN(C(=O)c2ccco2)CC1
  A: 357.0*; B: -11.7; C: 1.2; D: -2.3; E: 4.9; F: 2.8; G: -0.9; H: 4.2; I: 1.2; J: 12.2; K: 1.3
> CCC(=O)Nc1ccc(NC(=O)c2cc3ccccc3o2)c(OC)c1
  A: 12.5; B: -16.0; C: 2.5; D: 0.8; E: -7.4; F: -8.5; G: 1.3; H: 5.9; I: 0.7; J: -8.6; K: 1.9
> Cc1cccc(N(CC(=O)NCCc2ccccc2)C(=O)CCC(=O)Nc2ccccn2)c1C
  A: 6.4; B: -20.9; C: 2.2; D: -0.5; E: -9.7; F: -5.2; G: 1.9; H: 2.0; I: 0.6; J: -4.1; K: 0.6
> COC(=O)C1CCN(Cc2cn(Cc3ccccc3)nc2-c2cc3ccccc3o2)CC1
  A: ·; B: -20.4; C: 1.5; D: -1.6; E: 1.2; F: -7.0; G: -0.1; H: 6.5; I: -2.5; J: -8.7; K: -3.1
> COc1cccc(C(c2sc3ncnn3c2O)N2CCN(C(=O)c3ccco3)CC2)c1 (stereo not drawn)
  A: -6.4; B: 7.9; C: 0.8; D: -0.4; E: 12.8; F: 0.3; G: -0.8; H: -2.1; I: 0.5; J: -2.9; K: -1.0
> CC(C)CCSc1nc2[nH]ncc2c(=O)[nH]1
  A: -13.1; B: -4.8; C: 1.6; D: -2.4; E: 7.5; F: -4.1; G: 1.5; H: 1.9; I: 2.2; J: 2.0; K: 2.0
> CCOC(=O)[C@H]1[C@H]2COc3ccccc3[C@@H]2N2C(=O)CN(Cc3ccccc3)C(=O)[C@@]12C
  A: 100.7; B: -15.0; C: -0.9; D: -0.4; E: -2.0; F: -3.9; G: -0.7; H: 2.8; I: 1.2; J: 2.7; K: -1.1
> CC(C)C(c1nnnn1C1CCCCC1)N1CCc2ccccc2C1 (stereo not drawn)
  A: -3.4; B: 4.3; C: 3.1; D: -1.4; E: 1.4; F: -15.1; G: -0.3; H: -1.9; I: 0.8; J: -4.2; K: -0.6
> CC(=O)c1cccc(S(=O)(=O)NC2CCSc3ccccc32)c1 (stereo not drawn)
  A: 1.8; B: -0.1; C: 1.2; D: -0.8; E: -2.1; F: 2.3; G: 0.9; H: 0.5; I: 1.7; J: 17.6; K: 2.8
> O=C(O)c1cc(C(=O)C2CC2)c[nH]1
  A: -9.0; B: 5.0; C: 6.3; D: 0.2; E: -2.7; F: -9.3; G: 0.2; H: -1.9; I: 1.4; J: 2.0; K: -0.2
> O=C(O)CC(NC(=O)/C(=C/c1ccccc1)NC(=O)c1ccccc1)c1ccccc1 (stereo not drawn)
  A: 4.6; B: 8.2; C: 3.3; D: -1.0; E: 1.9; F: -2.9; G: -1.5; H: 0.5; I: 3.7; J: -4.2; K: -2.5
> Cc1ccc(-c2csc3nc(C)n(N)c(=O)c23)o1
  A: -15.6; B: 9.6; C: 2.2; D: 1.5; E: 5.5; F: 2.9; G: 0.9; H: 3.3; I: 1.9; J: 2.1; K: -3.2
> COc1ccc(NS(=O)(=O)c2cc(-c3cnc(C4CC4)o3)ccc2C)cc1
  A: 20.9; B: -4.8; C: 3.0; D: -2.2; E: -9.4; F: 6.6; G: -0.3; H: 1.3; I: 0.4; J: 3.8; K: 1.0
> O=C(COC(=O)/C=C/c1ccc(S(=O)(=O)N2CCOCC2)cc1)Nc1ccccc1F
  A: -10.3; B: 13.2; C: -2.5; D: -5.1; E: -5.6; F: -4.0; G: -0.2; H: -3.7; I: 1.5; J: -3.8; K: 0.4
> CN(C)c1c([N+](=O)[O-])cc(N2C(=O)C=CC2=O)cc1[N+](=O)[O-]
  A: ·; B: 11.1; C: ·; D: 10.4; E: -1.4; F: 9.6; G: 6.2; H: -3.1; I: ·; J: 1.0; K: ·
> O=C(Nc1cc(Sc2nc3ccccc3s2)cc([N+](=O)[O-])c1)c1ccccc1F
  A: -1.4; B: -19.6; C: -0.2; D: -2.0; E: -7.2; F: 2.3; G: 0.4; H: 0.5; I: -0.2; J: -9.1; K: -2.4
> CC(=O)c1ccc(OCc2cc(C(=O)N3CCOCC3)no2)cc1
  A: 9.3; B: 15.9; C: 0.0; D: 0.8; E: 0.2; F: -6.9; G: -3.6; H: 5.2; I: -0.3; J: -3.0; K: 1.1
> COC(=O)/C(=C/c1ccc(OC)cc1)NC(=O)c1ccco1
  A: 43.3; B: 5.7; C: 0.0; D: 0.2; E: 1.2; F: 0.3; G: 2.1; H: -1.7; I: 3.6; J: 1.9; K: 0.6

# An excerpt from above, showing only phage Ecoli inh and PKA-R2B activ:
SMILES,phage Ecoli inh,PKA-R2B activ
O=C(c1ccc([N+](=O)[O-])cc1)N1CCOC12CCN(c1ncc(C(F)(F)F)cc1Cl)CC2,1.0,-11.9
COc1ccc(NS(=O)(=O)c2cccc(C(=O)NC3CCN(Cc4ccccc4)CC3)c2)cc1,-1.2,5.0

# Additional results follow.
# Screens by letter: A = SUMO Mot1 rescue; B = HTR5A inv ctr; C = AddAB inh; D = DAGLB inhibitor; E = PKA-R2B activ; F = PKA-R1A act; G = CDK5 inh; H = HTR5A ag ctr; I = phage Ecoli inh; J = Tat transport; K = Ecoli viability
> CCOc1cc(N2CCOCC2)c(OCC)cc1NC(=O)COC(=O)c1ccc(OC)c([N+](=O)[O-])c1
  A: ·; B: 5.1; C: ·; D: 0.7; E: 5.0; F: 4.6; G: 1.5; H: 5.9; I: 1.4; J: 0.8; K: ·
> Cc1nc([N+](=O)[O-])cn1CC(=O)c1ccc(Br)cc1
  A: 111.2; B: 2.6; C: 3.1; D: 1.8; E: 1.4; F: -1.6; G: 0.6; H: -3.5; I: 2.2; J: -4.2; K: -1.6
> Nc1cc(OC(=O)c2ccc(F)cc2)nn1S(=O)(=O)c1ccccc1
  A: 0.4; B: -13.6; C: -0.2; D: 1.9; E: -10.3; F: -15.2; G: 2.0; H: 5.6; I: 4.8; J: -13.3; K: 0.1
> O=C(c1cc(S(=O)(=O)N2CCOCC2)ccc1F)N(Cc1nnc(-c2ccccc2Cl)o1)C1CC1
  A: -21.4; B: -23.8; C: 0.3; D: 2.6; E: 1.7; F: 1.5; G: -0.1; H: 7.9; I: 2.9; J: -17.0; K: -1.2
> CCOC(=O)c1nnn(-c2nonc2N)c1COc1cc(C)c(Cl)c(C)c1
  A: -1.7; B: -7.2; C: 2.2; D: -6.4; E: 1.4; F: -8.1; G: 0.8; H: 3.0; I: 0.9; J: 15.2; K: -0.2
> Cc1nc(-c2cccnc2)sc1C(=O)Nc1ccc(C(F)(F)F)cc1
  A: 18.7; B: -4.8; C: 5.2; D: 4.4; E: -1.5; F: -9.9; G: 4.2; H: 1.8; I: 2.2; J: 0.4; K: -1.6
> COC(=O)CCCC1=CC2=CC(=O)C(C)(OC(=O)c3cccs3)C(=O)C2=CN1c1cccc(C#N)c1 (stereo not drawn)
  A: 0.9; B: 1.1; C: 4.0; D: 3.0; E: 1.1; F: -8.0; G: 1.7; H: -2.4; I: ·; J: -0.6; K: -0.2
> COc1ccc(S(=O)(=O)N2CCN(CC(=O)Nc3cc(C(F)(F)F)ccc3Cl)CC2)cc1
  A: -23.7; B: 11.0; C: 1.0; D: -0.6; E: -5.2; F: -4.6; G: 0.7; H: -2.5; I: ·; J: -7.8; K: -0.5
> CC(=O)NC1(C(F)(F)F)N=C2SCCN2C1=O (stereo not drawn)
  A: 19.1; B: 10.1; C: -1.4; D: 1.4; E: 1.6; F: 8.4; G: -1.9; H: -4.2; I: -2.3; J: -3.4; K: -1.8
> N#C/C(=C(/O)c1cccs1)c1nc2ccccc2[nH]1
  A: 29.9; B: 27.8; C: -0.6; D: -0.1; E: -0.2; F: -2.9; G: -7.6; H: 1.7; I: 0.9; J: 5.6; K: -0.3
> CN(C)C(=S)SCC(=O)NC(=O)NC(C)(C)C
  A: -33.5; B: 8.1; C: -0.2; D: -1.7; E: -3.9; F: -9.4; G: -0.8; H: -3.1; I: 4.1; J: -8.7; K: 3.6
> CCOC(=O)CSc1nc2c(cnn2-c2ccc(Cl)cc2)c(=O)[nH]1
  A: -0.6; B: 6.2; C: 0.2; D: 4.0; E: 8.2; F: 3.6; G: 0.0; H: -1.8; I: -0.1; J: 0.2; K: -0.9
> O=C(NCC1CCCO1)c1cc2c(s1)CS(=O)(=O)C2 (stereo not drawn)
  A: -5.7; B: 12.2; C: 2.8; D: 3.3; E: -11.8; F: -2.5; G: -0.1; H: 3.9; I: -0.8; J: 0.3; K: -3.4
> CSc1nc(SC)c2c3c(oc2n1)COC(C)(C)C3
  A: 15.4; B: -10.4; C: -0.9; D: -15.7; E: -11.4; F: -2.9; G: 1.8; H: 0.2; I: 1.9; J: -5.4; K: -1.8
> CC1CCCCC1NC(=O)c1cncc(Br)c1 (stereo not drawn)
  A: 14.8; B: -11.3; C: 0.7; D: -0.5; E: -2.6; F: -3.4; G: -0.2; H: 6.6; I: 3.1; J: 1.7; K: 2.0
> CN1CCN(C(=O)c2ccc3c(c2)N(Cc2ccc(F)cc2)C(=O)c2ccccc2S3=O)CC1 (stereo not drawn)
  A: -2.9; B: -1.7; C: -5.1; D: 1.6; E: 7.4; F: -5.4; G: 1.6; H: 0.6; I: 2.2; J: 16.9; K: -2.4

# From PubChem
